Screening data: PubChem BioAssay, several laboratories
MBD2 inh: blocks human MBD2 binding to methylated DNA | hit rate 0.31% among 370,000 | TR-FRET, MBD2 binding to methylated oligonucleotide | Q9UBB5 | inhibition, % at 4.4 µM; in the data active = inhibition above about 13%
HTRA1 inh: HTRA1 (human) protease inhibition; Q92743; recombinant HTRA1, FP-rhodamine activity-based probe, fluorescence polarization; inhibition, % at 5.96 µM; hit rate 0.5% among 340,000; in the data active = inhibition above about 36%;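 also: 0% = enzyme with DMSO and 100% = wells lacking enzyme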
LEDGF integ inh: blocks HIV-1 LEDGF/p75-dependent DNA integration; inhibition, % at 3.7 µM; TR-FRET IN-LEDGF/p75 DNA integration, Eu/Cy5; hit rate 0.64% among 370,000; AID 743269;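 active = inhibition above the screen-wide mean plus 3 SD, cut at about 13% in these data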;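 also: signal is the Cy5 over europium emission ratio at 671 and 618 nm; 0% = plate median of compound wells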
PG9 binder: binds the HIV-1 gp120 antibody PG9; TR-FRET gp120-PG9 antibody binding; inhibition, % at 6.7 µM; hit rate 0.43% among 360,000; AID 624416; in the data active = inhibition above about 8.5%
NR1D1 modulator: modulators of human Rev-erb alpha DNA binding. P20393. Rev-erbα–FITC-DNA binding, fluorescence polarization, 90 min. activity, % at 10 µM. hit rate 0.79% among 370,000. AID 1259318;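 active = activity above about 14%, limit read from the data; passing the limit was not always enough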;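 also: 0% = DMSO wells with 35 nM protein and 100% = DMSO wells with 750 nM protein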
Target sequence (P20393 whole entry, looked up): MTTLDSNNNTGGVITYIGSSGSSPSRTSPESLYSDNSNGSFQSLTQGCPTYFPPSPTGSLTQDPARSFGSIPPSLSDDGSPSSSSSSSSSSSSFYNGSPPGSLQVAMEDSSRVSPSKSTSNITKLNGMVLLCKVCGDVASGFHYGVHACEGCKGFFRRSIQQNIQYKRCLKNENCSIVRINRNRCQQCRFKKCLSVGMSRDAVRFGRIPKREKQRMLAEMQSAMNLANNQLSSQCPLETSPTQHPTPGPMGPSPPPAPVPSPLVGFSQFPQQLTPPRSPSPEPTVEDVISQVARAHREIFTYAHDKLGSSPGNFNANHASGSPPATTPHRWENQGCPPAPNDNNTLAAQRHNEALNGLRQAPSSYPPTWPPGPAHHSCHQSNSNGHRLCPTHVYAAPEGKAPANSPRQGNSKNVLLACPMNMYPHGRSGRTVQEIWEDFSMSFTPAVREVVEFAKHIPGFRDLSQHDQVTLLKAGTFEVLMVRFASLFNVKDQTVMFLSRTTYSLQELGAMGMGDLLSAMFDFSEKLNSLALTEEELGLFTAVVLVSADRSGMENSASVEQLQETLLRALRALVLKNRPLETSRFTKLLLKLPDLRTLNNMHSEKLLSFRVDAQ
ABHD4 inh: inhibits mouse alpha/beta hydrolase domain 4; purified mABHD4, FP-Rh probe fluorescence polarization; inhibition, % at 8.92 µM; AID 720543; hit rate 0.54% among 370,000;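 active = inhibition exceeding the mean over every tested compound plus 3 SD, cut at about 30% in these data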;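 also: 0% = plate median of compound wells and 100% = S159A mutant with DMSO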
Target sequence (Q8VD66 whole entry, looked up, the tested form may be a part): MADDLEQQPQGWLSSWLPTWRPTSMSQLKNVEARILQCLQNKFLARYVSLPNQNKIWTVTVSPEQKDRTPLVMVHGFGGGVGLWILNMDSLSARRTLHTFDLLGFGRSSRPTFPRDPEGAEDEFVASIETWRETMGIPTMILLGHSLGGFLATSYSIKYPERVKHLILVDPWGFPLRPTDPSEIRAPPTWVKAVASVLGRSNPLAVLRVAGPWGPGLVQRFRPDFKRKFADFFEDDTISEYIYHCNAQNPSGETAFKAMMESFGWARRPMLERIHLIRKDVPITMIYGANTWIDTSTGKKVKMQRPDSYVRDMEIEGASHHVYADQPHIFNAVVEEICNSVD
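Test system: mouse ABHD4 enzyme, wild type. Reagent: FP-Rh fluorescent activity-based probe, added after compound pre-incubation. Timing: pre-incubation 45 min, probe exposure 60 min, at 25 °C. Technique: FP readout, ex 525 nm / em 598 nm. Benchmarks: high control S159A mutant with DMSO, low control median of compound wells.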
TCR-CD3 inh: inhibitors of human TCR-CD3 interaction; TAMRA-labeled TCR probe fluorescence, biochemical; inhibition, % at 9.4 µM; hit rate 0.37% among 360,000; AID 651800; in the data active = inhibition above about 19%;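 also: recombinant mutant TCR 2C K166C tagged with TAMRA read by polarization; 0% = receptor in buffer alone and 100% = receptor with positive control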
UHRF1 binding: blocks human UHRF1 binding to methylated DNA; Q96T88; inhibition, % at 4.4 µM; UHRF1 binding to methylated oligo, TR-FRET; hit rate 0.75% among 370,000; in the data active = inhibition above about 21%;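 also: UHRF1 SRA domain binding a hemimethylated CpG hairpin DNA probe; 0% = median of test compound wells and 100% = reference inhibitor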
rCAG binder: molecules binding r(CAG) RNA repeats; r(CAG) RNA repeat, TO-PRO-1 dye displacement fluorescence; inhibition, % at 3 µM; hit rate 1.3% among 370,000;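 active = inhibition above the plate cutoff, the mean of all test compounds on that plate plus 3 SD, cut at about 35% in these data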;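 also: 0% = DMSO alone and 100% = 100 µM mitoxantrone as full dye displacement; higher means more dye released from RNA so lower well fluorescence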
PRMT1 FP inh: PRMT1 (human) inhibition, primary screen; Q99873; hit rate 1.3% among 370,000; inhibition, % at 2.79 µM; recombinant PRMT1, activity-based probe fluorescence polarization;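 active = inhibition above about 21% made by adding two undisclosed values, limit read from the data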
* marks the source's active call; other numbers are inactive results.

Results for O=S(=O)(c1ccccc1)N1CCN(c2cccc(Cl)c2)CC1 ?
MBD2 inh: 5; HTRA1 inh: -10; LEDGF integ inh: 4; PG9 binder: -0.1; NR1D1 modulator: -3; ABHD4 inh: -15; TCR-CD3 inh: -4; UHRF1 binding: 1; rCAG binder: -4; PRMT1 FP inh: 6

Results for CCOc1ccc(NC(=O)CN(C)C(=O)COc2cccc(CC)c2)cc1OCC ?
MBD2 inh: 1; HTRA1 inh: 3; LEDGF integ inh: 2; PG9 binder: -2.1; NR1D1 modulator: 7; ABHD4 inh: -7; TCR-CD3 inh: 11; UHRF1 binding: 2; rCAG binder: -3; PRMT1 FP inh: 0

What do the screens show for `CCN(CCNC(=O)C1CCC(=O)N1Cc1ccc(C)cc1)c1ccccc1` (stereo unspecified)?
MBD2 inh: -1; HTRA1 inh: 4; LEDGF integ inh: -7; PG9 binder: 0.4; NR1D1 modulator: -5; ABHD4 inh: -7; TCR-CD3 inh: -6; UHRF1 binding: 8; rCAG binder: -6; PRMT1 FP inh: 2

Results for O=C(c1ccc2c(c1)OCO2)N1CCN(S(=O)(=O)N2CCCCC2)CC1 ?
MBD2 inh: -1; HTRA1 inh: 0; LEDGF integ inh: -1; PG9 binder: -0.4; NR1D1 modulator: 0; ABHD4 inh: 7; TCR-CD3 inh: 6; UHRF1 binding: 2; rCAG binder: -2; PRMT1 FP inh: -3

Results for CCOc1ccc(N2CC(C(=O)N3CCc4ccccc4C3)CC2=O)cc1 (stereo unspecified) ?
MBD2 inh: 5; HTRA1 inh: -1; LEDGF integ inh: -1; PG9 binder: 0.1; NR1D1 modulator: 3; ABHD4 inh: 9; TCR-CD3 inh: 3; UHRF1 binding: -1; rCAG binder: -3; PRMT1 FP inh: -1

What do the screens show for `Cc1[nH]c(=O)sc1C(=O)NCc1ccc([N+](=O)[O-])cc1`?
MBD2 inh: -7; LEDGF integ inh: 1; PG9 binder: -0.7; NR1D1 modulator: -1; ABHD4 inh: 2; TCR-CD3 inh: 9; UHRF1 binding: -1; rCAG binder: 1; PRMT1 FP inh: 0

Results for O=[N+]([O-])c1ccccc1CNC1CCCCCC1 ?
MBD2 inh: 3; HTRA1 inh: -6; LEDGF integ inh: -3; PG9 binder: 1.1; NR1D1 modulator: -4; ABHD4 inh: 8; TCR-CD3 inh: -1; UHRF1 binding: 2; rCAG binder: 0; PRMT1 FP inh: -2

Results for COc1ccc(Cl)cc1N1C(=O)[C@@H]2C(c3cccc(OC)c3OC)=NO[C@@H]2C1=O ?
MBD2 inh: -3; HTRA1 inh: -1; LEDGF integ inh: 0; PG9 binder: 0.0; NR1D1 modulator: 4; ABHD4 inh: -3; TCR-CD3 inh: -1; UHRF1 binding: -4; rCAG binder: 14; PRMT1 FP inh: -1

How did CCCOc1ccc(-c2c(C(=O)N/N=C(\C)c3cccnc3)nnn2-c2nonc2N)cc1 do in these assays?
MBD2 inh: 7; HTRA1 inh: -14; LEDGF integ inh: -1; PG9 binder: 0.0; NR1D1 modulator: -10; ABHD4 inh: -28; TCR-CD3 inh: -6; UHRF1 binding: 1; rCAG binder: 5; PRMT1 FP inh: 5

How did Cc1ccc(/C=C2\C(=O)ON=C2c2ccccc2)o1 do in these assays?
MBD2 inh: -1; LEDGF integ inh: 1; PG9 binder: -2.5; NR1D1 modulator: -3; ABHD4 inh: 9; TCR-CD3 inh: 6; UHRF1 binding: -4; rCAG binder: -2; PRMT1 FP inh: 3

Molecules shown so far that contain nitrogen in an aromatic ring:
What do the screens show for `Cc1[nH]c(=O)sc1C(=O)NCc1ccc([N+](=O)[O-])cc1`?
MBD2 inh: -7; LEDGF integ inh: 1; PG9 binder: -0.7; NR1D1 modulator: -1; ABHD4 inh: 2; TCR-CD3 inh: 9; UHRF1 binding: -1; rCAG binder: 1; PRMT1 FP inh: 0

How did CCCOc1ccc(-c2c(C(=O)N/N=C(\C)c3cccnc3)nnn2-c2nonc2N)cc1 do in these assays?
MBD2 inh: 7; HTRA1 inh: -14; LEDGF integ inh: -1; PG9 binder: 0.0; NR1D1 modulator: -10; ABHD4 inh: -28; TCR-CD3 inh: -6; UHRF1 binding: 1; rCAG binder: 5; PRMT1 FP inh: 5

Following part
Results for CCOc1ccc(C2C(C(=O)c3cccs3)=C(O)C(=O)N2CCN2CCOCC2)cc1 (stereo unspecified) ?
MBD2 inh: -4; HTRA1 inh: -1; LEDGF integ inh: 1; PG9 binder: 0.0; NR1D1 modulator: 4; ABHD4 inh: 2; TCR-CD3 inh: 3; UHRF1 binding: 0; rCAG binder: 5; PRMT1 FP inh: -3

How did CN(Cc1ccccc1)C(=O)c1ccc(NC(=O)Cc2ccc([N+](=O)[O-])cc2)cc1 do in these assays?
MBD2 inh: 0; HTRA1 inh: -21; LEDGF integ inh: 3; PG9 binder: -0.7; NR1D1 modulator: 1; ABHD4 inh: -1; TCR-CD3 inh: 0; UHRF1 binding: 4; rCAG binder: -2; PRMT1 FP inh: -1

How did O=C(CC1C(=O)NCCN1CC1CCCCC1)NC1(c2ccccc2)CC1 (stereo unspecified) do in these assays?
MBD2 inh: -2; HTRA1 inh: -4; LEDGF integ inh: 3; PG9 binder: -1.7; NR1D1 modulator: -1; ABHD4 inh: 3; TCR-CD3 inh: 2; UHRF1 binding: -3; rCAG binder: -2; PRMT1 FP inh: -1

Results for CCC1Nc2ncnc(N3CCN(c4ccccc4)CC3)c2N(Cc2ccc(C)cc2)C1=O (stereo unspecified) ?
MBD2 inh: 0; HTRA1 inh: -32; LEDGF integ inh: 1; PG9 binder: 0.8; NR1D1 modulator: 6; ABHD4 inh: 7; TCR-CD3 inh: 0; UHRF1 binding: 0; rCAG binder: 0; PRMT1 FP inh: -1

How did CCC(C)(C)n1nnnc1C(c1cc2cc(OC)c(OC)cc2[nH]c1=O)N1CCc2ccccc21 (stereo unspecified) do in these assays?
MBD2 inh: -9; HTRA1 inh: -6; LEDGF integ inh: 4; PG9 binder: 0.3; NR1D1 modulator: 6; ABHD4 inh: -18; TCR-CD3 inh: 3; UHRF1 binding: -3; rCAG binder: 10; PRMT1 FP inh: -2

What do the screens show for `CN(C)C(=S)N=c1ssc(=S)n1Cc1cccnc1`?
MBD2 inh: 2; HTRA1 inh: -14; LEDGF integ inh: 0; PG9 binder: -0.4; NR1D1 modulator: 0; ABHD4 inh: 5; TCR-CD3 inh: 6; UHRF1 binding: -15; rCAG binder: 2; PRMT1 FP inh: 8

What do the screens show for `COc1ccc(C2C(C(=O)/C=C/c3ccco3)=C(O)C(=O)N2CCN2CCOCC2)cc1OC` (stereo unspecified)?
MBD2 inh: 1; HTRA1 inh: -3; LEDGF integ inh: 12; PG9 binder: -1.4; NR1D1 modulator: 3; ABHD4 inh: 3; TCR-CD3 inh: 2; UHRF1 binding: 7; rCAG binder: 25; PRMT1 FP inh: 20

Results for CC(C)CC(C(=O)Nc1ccc2c(c1)OCCO2)N1C(=O)c2ccccc2C1=O (stereo unspecified) ?
MBD2 inh: 2; HTRA1 inh: -4; LEDGF integ inh: 1; PG9 binder: -1.8; NR1D1 modulator: 2; ABHD4 inh: -7; TCR-CD3 inh: 0; UHRF1 binding: -1; rCAG binder: 0; PRMT1 FP inh: -2

What do the screens show for `COc1cccc(-c2nc(CS(=O)(=O)CC(=O)NC3CCCCCC3)c(C)o2)c1`?
MBD2 inh: 0; HTRA1 inh: -4; LEDGF integ inh: -1; PG9 binder: -1.4; NR1D1 modulator: 8; ABHD4 inh: 1; TCR-CD3 inh: 4; UHRF1 binding: -1; rCAG binder: -3; PRMT1 FP inh: -2

Results for Cc1cc(C)c(NC(=O)Cn2nnc(C(=O)NCc3cccs3)c2N)c(C)c1 ?
MBD2 inh: 0; HTRA1 inh: -2; LEDGF integ inh: -1; PG9 binder: -1.3; NR1D1 modulator: -6; ABHD4 inh: 7; TCR-CD3 inh: -3; UHRF1 binding: 0; rCAG binder: 2; PRMT1 FP inh: 1

What do the screens show for `CN(C)c1ccc(NC(=O)Nc2ccc3snnc3c2)cc1`?
MBD2 inh: -4; HTRA1 inh: 6; LEDGF integ inh: -3; PG9 binder: -7.2; NR1D1 modulator: 2; ABHD4 inh: 13; TCR-CD3 inh: -2; UHRF1 binding: -8; rCAG binder: 7; PRMT1 FP inh: 5

What do the screens show for `O=S(=O)(Nc1nc2ccccc2nc1N1CCN(c2ccccn2)CC1)c1ccc(Cl)cc1`?
MBD2 inh: -2; HTRA1 inh: -1; LEDGF integ inh: 3; PG9 binder: -0.7; NR1D1 modulator: 3; ABHD4 inh: 4; TCR-CD3 inh: -7; UHRF1 binding: 2; rCAG binder: 54*; PRMT1 FP inh: 11

How did CCCc1ccc(OCc2ccc(C(=O)N3CCCC3)o2)cc1 do in these assays?
MBD2 inh: 2; HTRA1 inh: -5; LEDGF integ inh: 0; PG9 binder: 0.8; NR1D1 modulator: -2; ABHD4 inh: -15; TCR-CD3 inh: -7; UHRF1 binding: -2; rCAG binder: -4; PRMT1 FP inh: -2

Results for COc1cccc(C2NC(=O)NC(C)=C2C(=O)Nc2ccc(C)cc2)c1OC (stereo unspecified) ?
MBD2 inh: 2; HTRA1 inh: -3; LEDGF integ inh: -1; PG9 binder: -2.4; NR1D1 modulator: -1; ABHD4 inh: -1; TCR-CD3 inh: 7; UHRF1 binding: -4; rCAG binder: 0; PRMT1 FP inh: 3

How did COc1ncnc2c1ncn2CC1COC(C)(C)O1 (stereo unspecified) do in these assays?
MBD2 inh: 3; HTRA1 inh: 6; LEDGF integ inh: 4; PG9 binder: -1.1; NR1D1 modulator: 4; ABHD4 inh: -1; TCR-CD3 inh: 5; UHRF1 binding: -2; rCAG binder: -1; PRMT1 FP inh: -3

Results for COc1ccc(C(=O)NCC2OCCc3ccccc32)c(O)c1 (stereo unspecified) ?
MBD2 inh: 7; HTRA1 inh: -9; LEDGF integ inh: 0; PG9 binder: 1.5; NR1D1 modulator: -1; ABHD4 inh: -6; TCR-CD3 inh: 0; UHRF1 binding: 4; rCAG binder: -4; PRMT1 FP inh: -1

How did O=C(CC1S/C(=N\S(=O)(=O)c2ccccc2)N(c2ccccc2)C1=O)Nc1ccc(F)cc1 (stereo unspecified) do in these assays?
MBD2 inh: 7; HTRA1 inh: -21; LEDGF integ inh: -1; PG9 binder: -0.4; NR1D1 modulator: -6; ABHD4 inh: -15; TCR-CD3 inh: -7; UHRF1 binding: -1; rCAG binder: 12; PRMT1 FP inh: 5

How did O=C1CCC(C(=O)OCc2nnc(-c3ccc(Br)cc3)o2)=NN1 do in these assays?
MBD2 inh: 0; HTRA1 inh: -4; LEDGF integ inh: 3; PG9 binder: -2.6; NR1D1 modulator: -1; ABHD4 inh: -1; TCR-CD3 inh: 4; UHRF1 binding: -2; rCAG binder: 3; PRMT1 FP inh: -2

How did COc1ccccc1-n1cnnc1SCC(=O)N1CCOCC1 do in these assays?
MBD2 inh: -1; HTRA1 inh: 0; LEDGF integ inh: 1; PG9 binder: -2.6; NR1D1 modulator: -4; ABHD4 inh: -3; TCR-CD3 inh: 1; UHRF1 binding: 0; rCAG binder: 1; PRMT1 FP inh: -1

How did COc1cc(Nc2ccn3nccc3n2)cc(OC)c1OC do in these assays?
MBD2 inh: -1; LEDGF integ inh: 0; PG9 binder: -0.4; NR1D1 modulator: 0; ABHD4 inh: 1; TCR-CD3 inh: 3; UHRF1 binding: 2; rCAG binder: 2; PRMT1 FP inh: 2

The list is partial; rates above refer to the full screens.
